KCNH2 3.1 inh: blocks the human KCNH2 3.1 channel isoform; hit rate 0.95% among 340,000; activity change, % (tested at about 1.8 µM); U2OS KCNH2 3.1, thallium flux FluxOr; hits give low values;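 active means maximum activity change below -70%; inconclusive means maximum activity change from -70% to -50%; inactive means maximum activity change above -50%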;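 further: thallium influx rate constant from kinetic fluorescence after stimulation buffer; on the % scale 0 is the no-effect control and ±100 the full control effect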
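FluxOr-based Tl+ influx in U2OS cells transduced with KCNH2 3.1 virus; rate constants normalized to DMSO controls.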
PKM2 activator: increases activity of human pyruvate kinase M2. purified PKM2, Kinase-Glo ATP luminescence, activation; response scale: 0% is enzyme alone, no compound. P14618. hit rate 0.34% among 260,000. Potency, µM (titrated, usually from 57.5 µM), inactives show at the top dose activation, actives largely listed as activators; further: potency means the concentration at half of the fitted maximal effect; on the % scale 0 is the no-effect control and ±100 the full control effect; nearly all actives have a fitted effect of over 55% in size
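Purified hPK-M2 (>95%) run at intermediate activity with 0.1 mM ADP and 0.5 mM PEP in 50 mM imidazole pH 7.2, KCl, MgCl2; 1 h room temperature. ATP formed read by Kinase-Glo luminescence; normalized to uninhibited and no-enzyme controls.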
FLuc counter: counter-screen for miR-21 project: firefly luciferase inhibitors or activators; P08659; purified FLuc, Km substrates, luminescence inhibition; Potency, µM (doses to about 57.5 µM), inactives show top-dose activity change, negative = inhibition, actives largely listed as inhibitors; hit rate 6.9% among 360,000;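 further: potency means the concentration at half of the fitted maximal effect; plate controls were vehicle for no effect and reference inhibitor for full effect; nearly all actives have a fitted effect of over 55% in size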
Target sequence (P08659 whole entry, looked up): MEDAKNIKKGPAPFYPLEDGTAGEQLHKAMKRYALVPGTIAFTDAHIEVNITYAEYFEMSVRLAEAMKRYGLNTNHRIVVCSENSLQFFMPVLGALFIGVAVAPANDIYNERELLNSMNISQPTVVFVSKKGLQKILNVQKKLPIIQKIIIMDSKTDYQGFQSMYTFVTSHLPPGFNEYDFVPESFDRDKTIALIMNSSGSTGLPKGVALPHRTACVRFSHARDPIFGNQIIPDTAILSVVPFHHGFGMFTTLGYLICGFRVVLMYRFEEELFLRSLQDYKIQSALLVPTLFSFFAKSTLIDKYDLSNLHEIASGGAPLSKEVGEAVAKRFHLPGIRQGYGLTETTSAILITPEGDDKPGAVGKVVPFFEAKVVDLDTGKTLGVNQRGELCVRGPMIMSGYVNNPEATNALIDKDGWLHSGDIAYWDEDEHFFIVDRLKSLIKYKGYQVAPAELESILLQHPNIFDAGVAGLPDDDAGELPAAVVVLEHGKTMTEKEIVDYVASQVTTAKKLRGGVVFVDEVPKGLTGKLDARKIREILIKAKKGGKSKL
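Purified P. pyralis luciferase, 10 nM final, with Km-level 10 uM D-luciferin and 10 uM ATP in 50 mM Tris acetate pH 7.5, 10 mM Mg acetate, 0.01% Tween-20, 0.05% BSA; 6-point qHTS titration about 60 µM downward; luminescence read.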
VP16 counter: counter-screen for ROR gamma inhibitors: Gal4-VP16 reporter; Drosophila S2 Gal4-VP16 UAS-luciferase, luminescence, 20 h; Potency, µM (top dose mostly 53.6 µM), inactives show top-dose activity, negative = inhibition, hits mostly inhibitors; hit rate 3.5% among 310,000;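 further: Gal4-VP16 expression switched on by copper sulfate through the metallothionein promoter; potency means the concentration at half of the fitted maximal effect; on the % scale 0 is the no-effect control and ±100 the full control effect; nearly all actives have a fitted effect of over 50% in size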
RORg inh: ROR gamma (mouse) transcription inhibition; AID 2551; Potency, µM (titrated, usually from 53.6 µM), for inactives: at the highest dose activity change, negative = inhibition, most hits filed as inhibitors; P51450; Drosophila S2 Gal4-RORgamma UAS-luciferase reporter, 20 h; hit rate 5.4% among 310,000; further: potency means the concentration at half of the fitted maximal effect; on the % scale 0 is the no-effect control and ±100 the full control effect; nearly all actives have a fitted effect of over 60% in size
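Drosophila Schneider cells stably carrying a metallothionein-driven Gal4 DBD–ROR gamma fusion and a UAS-Photinus luciferase reporter were exposed to compound for 1 hr, then induced with copper sulfate (700 uM final) for 20 hr at ambient temperature before luminescence reading.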
Mito fusion act: mitochondrial division inhibition or fusion activation; S. cerevisiae fusion-defective mutant growth rescue, CellTiterGlo 48 h; Potency, µM (top dose mostly 46.1 µM), without a hit: at the highest dose growth rescue (activation), most hits filed as activators; hit rate 0.23% among 320,000; AID 485298;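 further: potency means the concentration at half of the fitted maximal effect; % of control where 0% means no effect; nearly all actives have a fitted effect of over 45% in size; temperature-sensitive fusion mutants such as fzo1-1 at 37 °C on non-fermentable ethanol glycerol medium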
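Growth-rescue viability read-out: after 48 h at the non-permissive 37C in glycerol/ethanol YPEG, yeast mitochondrial fusion mutants are measured by CellTiterGlo luminescence; compounds (23 nl pinned per well) restoring growth score as division inhibitors or fusion activators.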
NPC1 promoter act: activates the NPC1 promoter | hit rate 2.4% among 320,000 | AID 485313 | Potency, µM (top dose mostly 9.22 µM), inactives show at the highest dose activation, hits mostly activators | Huh7 NPC1 promoter luciferase reporter, 24 h;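 further: potency means the concentration at half of the fitted maximal effect; % of control where 0% means no effect; nearly all actives have a fitted effect of over 60% in size; reporter is driven by a mutant NPC1 promoter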
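Stably transfected Huh7 (NPC1 promoter→luciferase), 1500 cells/well in Opti-MEM + 10% FBS, 2 h settle, then compound 24 h at 37 °C. Luminescence after 10 min with Amplite reagent.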
MBNL1-CUG inh: inhibitors of human MBNL1 binding to CUG repeat RNA | Q9NR56 | TR-FRET MBNL1-His/biotin-(CUG)12 binding, 665/545 ratio | Potency, µM (highest dose often 57.5 µM), for inactives: at the top dose activity change, negative = inhibition, hits mostly inhibitors | hit rate 0.036% among 280,000 | AID 2675; active means well fitted inhibition curve with a large enough effect in the signal ratio, with a control signal flat, not every such curve was filed as active; inconclusive means small, poorly fitted or top-dose-only effect, or effect the other way, or a change in a side signal; inactive means no such curve, though single readings can be large or run the other way; the % refers to the signal ratio; further: potency means the concentration at half of the fitted maximal effect; on the % scale 0 is the no-effect control and ±100 the full control effect
Target sequence (Q9NR56 whole entry, looked up): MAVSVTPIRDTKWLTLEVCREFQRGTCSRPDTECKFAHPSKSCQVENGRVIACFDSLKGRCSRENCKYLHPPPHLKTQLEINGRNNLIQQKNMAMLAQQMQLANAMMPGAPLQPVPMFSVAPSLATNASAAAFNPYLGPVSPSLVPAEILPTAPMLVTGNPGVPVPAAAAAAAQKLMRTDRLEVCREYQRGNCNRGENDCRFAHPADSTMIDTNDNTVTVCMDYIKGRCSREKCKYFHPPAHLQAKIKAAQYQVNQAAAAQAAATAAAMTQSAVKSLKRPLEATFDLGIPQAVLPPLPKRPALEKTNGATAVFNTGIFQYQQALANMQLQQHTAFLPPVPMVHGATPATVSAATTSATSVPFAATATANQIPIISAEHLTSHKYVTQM
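Compound titration spanned 92 nM–58 uM against the MBNL1-His/biotin-(CUG)12 complex. After 60 min at room temperature with 5 nM streptavidin-XL665 and 0.055 ng/ul terbium anti-His, ratiometric 665/545 nm emission (Ex 340 nm) normalized to controls.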
Menin MLL FP TR: menin-MLL binding inhibition, Texas Red mutant peptide | O00255 | Menin + Texas Red MLL mutant peptide, fluorescence polarization | Potency, µM (top dose mostly 61.6 µM), without a hit: at the top dose FP activity change, negative = inhibition, usual class: inhibitors | hit rate 0.23% among 270,000; active means well fitted inhibition curve with a large enough effect in the polarisation, with a control signal flat, not every such curve was filed as active; inconclusive means small, poorly fitted or top-dose-only effect, or effect the other way, or a change in a side signal; inactive means no such curve, though single readings can be large or run the other way; the % refers to the polarisation; further: potency means the concentration at half of the fitted maximal effect; % of control where 0% means no effect; many of its hits are not listed in these tables
ELG1 DNA repair: inhibitors of ELG1-dependent DNA repair in HEK293T cells; HEK293T ELG1-luciferase reporter, luminescence, 16 h; DNA damage induced by 5-fluorouridine; Potency, µM (top dose mostly 46.1 µM), for the others: at the highest dose activity change, negative = inhibition, hits mostly inhibitors; hit rate 2.3% among 330,000; AID 504467; further: potency means the concentration at half of the fitted maximal effect; on the % scale 0 is the no-effect control and ±100 the full control effect; nearly all actives have a fitted effect of over 55% in size
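Luminescence from the luciferase reporter, measured 30 min after ONE-Glo reagent at room temperature, was the read-out. Beforehand, 2,000 cells per well were exposed for 16 hr at 37 °C to 5-fluorouridine together with compound or vehicle.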
Rab9 prom act: activators of Rab9 promoter; Potency, µM (highest dose often 9.22 µM), without a hit: top-dose activation, negative = inhibition, actives largely listed as activators; hit rate 2.8% among 320,000; AID 485297; Huh7 Rab9 promoter-luciferase reporter, luminescence, 24 h; further: potency means the concentration at half of the fitted maximal effect; % of control where 0% means no effect; nearly all actives have a fitted effect of over 60% in size
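Rab9 promoter-driven luciferase in stably transfected Huh7 cells; 1500 cells/well rested 2 h, exposed to compound in DMSO for 24 h at 37 °C, 5% CO2. Luminescence read 10 min after adding luciferase reagent at ambient temperature.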
* marks the source's active call; other numbers are inactive results; ? = inconclusive; · = no result given; [ ] = another dose, or the depositor's remark. Unless noted, the call rests on the fitted dose curve; in most records, active means well fitted curve in the direction sought with a large enough effect; inconclusive means small, poorly fitted or top-dose-only effect, or another doubt; inactive means no such curve, though single readings can be large; an effect the other way counts as inactive or inconclusive.

SMILES	KCNH2 3.1 inh	PKM2 activator	FLuc counter	VP16 counter	RORg inh	Mito fusion act	NPC1 promoter act	MBNL1-CUG inh	Menin MLL FP TR	ELG1 DNA repair	Rab9 prom act
Cc1ccc(N(CC(=O)Nc2ccccc2-c2ccccc2)S(=O)(=O)c2ccccc2)cc1	-7	-5%	-1%	-2%	29%	7%	-10%	-7%	25%	?	4%
C=CCN1C(=O)SC(Cc2cccc(OC)c2O)C1=O (stereo not given)	1	-5%	-4%	3%	1%	-2%	5%	-10%	-1%	0%	1%
COC(=O)COc1ccc(S(=O)(=O)Nc2ccc3c(c2)OCCO3)cc1C	0	2%	?	?	?	4%	-1%	-3%	-7%	?	3%
Cc1csc(NC(=O)CSc2nncn2C)n1	9	-2%	0%	3%	37%	-1%	-2%	3%	-23%	-4%	0%
CCCCn1c(=NC(=O)c2cccnc2)c(C#N)cc2c(=O)n3cccc(C)c3nc21	-5	2%	2%	-23%	-17%	2%	0%	19%	-2%	-10%	2%
CC(C)(C)NC(=O)COC(=O)c1ccc(Cl)c(S(N)(=O)=O)c1	3	-1%	2%	-11%	8%	-4%	-3%	-3%	-10%	4%	-1%
NS(=O)(=O)c1cccc(NC(=O)COC(=O)CCN2C(=O)c3ccccc3C2=O)c1	0	·	1%	·	·	1%	0%	·	·	15%	-5%
CNC(=O)c1c(NC(=O)c2ccc(S(=O)(=O)N3CCCc4ccccc43)cc2)sc2c1CCN(C)C2	17	1%	0%	-5%	-12%	2%	0%	29%	·	?	-3%
S=C(c1ccc[nH]1)N1CCOCC1	29	-1%	5%	?	?	-6%	-2%	-4%	-2%	-1%	1%
O=C(O)CN(Cc1ccco1)S(=O)(=O)c1ccc(F)cc1	14	-4%	5%	4%	?	0%	2%	17%	5%	8%	-10%
CC(=O)Nc1cccc(NC(=O)c2cc([N+](=O)[O-])ccc2N2CCCCC2)c1	-8	·	·	·	·	6%	0%	·	·	-20%	-6%
Cn1nnc2cc(C(=O)N3CCSCC3)ccc21	9	7%	-3%	4%	2%	0%	-2%	-12%	1%	?	0%
O=C(Cc1ccccc1)Nc1ccnn1C1CCN(Cc2ccc(CO)o2)CC1	·	-13%	0%	-4%	18%	4%	-3%	3%	2%	2%	0%
CCCNC1=C(N(C(C)=O)c2cccc(F)c2)C(=O)c2ccccc2C1=O	4	0%	0%	?	?	14%	-33%[inhibitor]	?	-15%	4.6µM*	-38%[inhibitor]
CC(C)Sc1nc(C(F)(F)F)cc(=O)n1-c1ccccc1	-5	1%	0%	9%	39%	-1%	1%	1%	?	12%	-2%
O=C(OCc1ccc(Br)cc1)c1ccncc1	30	-12%	-8%	-2%	0%	-5%	0%	19%	-14%	2%	1%
CCCn1ncc(CN2CCC(C(=O)Nc3cccc(-c4cccc(F)c4)c3)CC2)c1C	-85*	-6%	-6%	-19%	-15%	0%	12%	-4%	-17%	-28%	0%
CCOc1cc(C2c3c(-c4ccccc4)n[nH]c3C(=O)N2c2ccc(C(=O)O)cc2)ccc1O (stereo not given)	?	5%	-9%	-3%	24%	5%	-1%	-25%	4%	-15%	1%
Cc1cccc(OCC(=O)NCCCNC(=O)c2ccco2)c1	1	-4%	1%	2%	-23%	-8%	-4%	-14%	-12%	6%	0%
COn1c(SC(C)C)nc2ccccc2c1=O	-1	0%	-12%	5%	?	2%	1%	12%	-3%	?	1%
C=CCNC(=O)c1ccc(-c2nc(-c3ccccc3)cs2)cc1	·	1%	?	-2%	7%	15%	?	?	1%	?	0.89µM*
Cn1c(=O)c2c(nc(SCCN3CCCCC3)n2Cc2ccc(Cl)cc2)n(C)c1=O	?	-1%	0%	9%	26%	1%	0%	1%	-15%	?	1%
Cc1cc(C)cc(NC(=S)NCc2ccc(S(N)(=O)=O)cc2)c1	-23	-13%	-3%	-6%	-19%	-6%	-9%	0%	-1%	-14%	0%
CCC(C)c1ccc(OCc2ccc(C(=O)O)o2)cc1 (stereo not given)	6	·	3µM*	?	14µM*	25%	?	-2%	15%	?	?
COCc1cc(C)nc(SCC(=O)Nc2ccc(N3CCOCC3)cc2)c1C#N	3	-5%	-1%	3%	5%	0%	-4%	32%[activator]	20%	14%	-2%

(cont.)
SMILES	KCNH2 3.1 inh	PKM2 activator	FLuc counter	VP16 counter	RORg inh	Mito fusion act	NPC1 promoter act	MBNL1-CUG inh	Menin MLL FP TR	ELG1 DNA repair	Rab9 prom act
COc1ccc(-c2cc(C(=O)N/N=C(\C)c3cccnc3)c3ccccc3n2)cc1	11	-6%	0.67µM*	-22%	-43%	-6%	?	16%	12%	?	?
CC(NC(=O)c1cccc(S(=O)(=O)N2CCCCCC2)c1)c1ccccc1 (stereo not given)	8	·	2%	·	·	15%	-4%	·	·	-17%	-5%
Cc1coc2cc3oc(=O)c(CCC(=O)N4C[C@H]5C[C@@H](C4)c4cccc(=O)n4C5)c(C)c3cc12	11	5%	0%	0%	-24%	-2%	-2%	3%	-7%	0%	-6%
Cc1nc2sc(C(c3ccc(Cl)cc3)N3CCN(C(=O)c4ccco4)CC3)c(O)n2n1 (stereo not given)	-8	0%	3%	3%	-1%	4%	1%	14%	-9%	1%	-1%
CC(C)(C)c1ccc(C(=O)OC/C(O)=C(\C#N)c2nc3ccccc3s2)cc1	4	0%	-7%	-15%	-2%	-2%	-1%	-11%	?	-10%	-4%
Cn1c(=O)c2c(ncn2CC(=O)OCC(=O)Nc2ccc(Cl)cc2)n(C)c1=O	-1	5%	4%	0%	25%	0%	1%	-2%	1%	4%	3%
CC(C)COC(=O)c1ccccc1N1C(=O)C2C3CCC(C3)C2C1=O (stereo not given)	-13	3%	2%	0%	17%	10%	-2%	-4%	1%	-2%	-2%
COc1ccc(NCC(=O)N/N=C/c2cc([N+](=O)[O-])ccc2N2CCCC2)cc1	-38	3%	-14%	-9%	-8%	2%	-2%	?	?	-6%	-13%
Nc1nonc1-n1nnc(C(=O)N/N=C/C2CC=CCC2)c1CSc1ccccc1 (stereo not given)	-9	-2%	-1%	-4%	?	1%	2%	-5%	·	-2%	-1%
CC(C)(C)c1ccc(NC(=O)N2CCCN(c3ccc([N+](=O)[O-])cn3)CC2)cc1	-15	-30%	?	-16%	11%	14%	-12%	?	·	?	-9%
O=C(CCC(=O)N(c1ccccc1)C(C(=O)NC1CCCC1)c1ccncc1)Nc1cccnc1 (stereo not given)	0	-1%	0%	12%	22%	-3%	13%	-4%	4%	-4%	15%
CC(Oc1coc(CN2CCN(C(=O)c3ccco3)CC2)cc1=O)c1ccccc1 (stereo not given)	-7	·	11%	·	·	-3%	0%	·	·	0%	0%
CCOc1cc(/C=C2/SC(=S)NC2=O)ccc1OC(=O)c1ccco1	-9	-9%	24µM*	9%	?	17%	4%	12%	?	?	13%
COc1ccc(NC(=O)c2cc3ccccc3o2)cc1OC	2	-2%	15µM*	·	·	1%	7%	0%	5%	?	?
Clc1ccc(Sc2cnc3ccccc3n2)cc1	13	1%	15µM*	19%	25%	1%	·	41%[activator]	-3%	·	·
CCOc1ccc(CCNC(=O)c2cc3sccc3n2C)cc1OCC	3	3%	6%	1%	0%	6%	0%	-5%	12%	?	-11%
COC(=O)c1ccc(CSc2cc(C)c3ccccc3n2)o1	0	·	-13%	?	?	6%	4%	63%[activator]	22%	?	-16%
Cc1nc2ccccc2nc1CSc1nnc(N)s1	13	1%	0%	4%	-8%	-1%	1%	3%	·	0%	-8%
Cc1c(C(=O)N/N=C/c2ccccc2)[nH]c2ccc(Cl)cc12	8	0%	-9%	?	18µM*	-2%	-20%	-1%	-1%	10%	-7%
COc1cc2cc(CCCOC(=O)c3ccc(F)cc3)oc(=O)c2cc1OC	·	·	0%	·	·	5%	-2%	·	·	-4%	-4%
CCc1ccccc1S(=O)(=O)Cc1ccc(C(=O)NC2CCCC2)o1	6	·	0%	7%	7%	2%	-2%	4%	·	-2%	0%
CCOC(=O)N/N=C\c1ccc([N+](=O)[O-])o1	13	-6%	-2%	-7%	-19%	-12%	1%	?	9%	-26%	3%
CC(c1ccccc1)n1c(SCC(=O)N2CC(=O)Nc3ccccc32)nc2ccccc2c1=O (stereo not given)	-4	9%	-1%	-8%	34%	0%	-3%	2%	4%	?	0%
c1ccc(OCCOc2ccccc2-c2nnco2)cc1	7	-3%	?	0%	3%	5%	19%	2%	2%	?	24%

Not all compounds are listed; count on the stated rates, not on these rows.
